# Assay outcomes deposited in PubChem by National Center for Advancing Translational Sciences (NCATS).
# Nrf2 block = blocks Nrf2 signaling; A549 ARE-Fluc reporter, luciferase luminescence, 18-24 h; Potency, µM (series often up to 46 µM), without a hit: at the top dose activity change, negative = inhibition, actives largely listed as inhibitors; 360,000 tested, 2.1% active; AID 504444; further: potency means the concentration at half of the fitted maximal effect; on the % scale 0 is the no-effect control and ±100 the full control effect; nearly all actives have a fitted effect of over 60% in size
#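 In this cell-based qHTS, ARE-driven firefly luciferase in A549 cells reports Nrf2 activity; the luminescent signal after BugLite lysis is the measured value, with a prior CellTiter-Fluor read for cell health.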
# Mm-Cpn inhibitor = inhibitors of Methanococcus maripaludis chaperonin (MmCpn); Potency, µM (top dose mostly 76.9 µM), without a hit: top-dose activity, negative = inhibition, most hits filed as inhibitors; 330,000 tested, 0.031% active; purified Mm-Cpn ATPase, ADP Transcreener TR-FRET; AID 504842; further: potency means the concentration at half of the fitted maximal effect; on the % scale 0 is the no-effect control and ±100 the full control effect; nearly all actives have a fitted effect of over 80% in size
#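 ATPase turnover read by TR-FRET ADP competition (Eu cryptate antibody/ADP-d2, 665/590 nm): 10uM ATP final, 25nM Mm-CPN final, 30 min 37degC after 10-min compound preincubation, pH 7.4 Tris/KCl/MgCl2/DTT buffer.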
# TGFb inhibitor = inhibitors of TGF-b signaling | HepG2 CAGA-GFP TGF-b/SMAD3 reporter, GFP fluorescence, 18 h; TGF-beta stimulated, 500 pg/mL final | Potency, µM (doses to about 46.1 µM), for inactives: at the highest dose activity, negative = inhibition, actives largely listed as inhibitors | 410,000 tested, 1.2% active | AID 588855; further: potency means the concentration at half of the fitted maximal effect; on the % scale 0 is the no-effect control and ±100 the full control effect; nearly all actives have a fitted effect of over 65% in size
#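 Read-out: total well GFP (ex488/em500-530) summed from mean per-cell fluorescence. Cells: HEPG2 CAGA-GFP, 1% FBS DMEM, 18 h at 37 degrees C with 500 pg/mL final TGF-beta. Unstimulated wells served as the full-inhibition control; stimulated DMSO wells = 0%.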
# CCT modulator = changes cytosolic chaperonin activity; purified chaperonin ATPase assay, HTRF ADP detection, 30 min; activity change, % (no concentration beside the values), hits read low; 360,000 tested, 0.3% active; in the data active means activity change below about -30%; further: on the % scale 0 is the no-effect control and ±100 the full control effect
#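 TRiC at 40 or 20 nM final (batch-dependent) in 30 mM Tris pH 7.4, 100 mM KCl, 5 mM MgCl2, 1 mM DTT, with compound at single 76 uM and 10 uM ATP, 30 min at 37 deg C. ADP detected by HTRF Transcreener, 665/615 ratio.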
# HepG2 tox = HepG2 cytotoxicity, counter-screen for TGF-b inhibitors; HepG2 CAGA-GFP viability, ATP luminescence, 18 h; Potency, µM (doses to about 46.1 µM), inactives show at the highest dose activity change, negative = cytotoxicity, usual class: cytotoxic; 410,000 tested, 0.76% active; AID 588856; further: potency means the concentration at half of the fitted maximal effect; some results filed as inactive show a strong effect at the top dose
#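 CellTiter-Glo luminescence gave cytotoxicity after 18 hours at 37 degrees C. The cells were HepG2 CAGA-GFP in 1% FBS DMEM, stimulated with 500 pg/mL TGF-beta after compound addition. %Activity was normalised to no-cell wells (complete cell-killing) and DMSO (no toxicity), and curves were fitted and classified.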
# A549 tox = A549 cytotoxicity, counter-screen for Nrf2 inhibitors | A549 ARE-Fluc cells, CellTiter-Fluor viability, 18-24 h | Potency, µM (titrated, usually from 46 µM), inactives show top-dose activity change, negative = cytotoxicity, hits mostly inhibitors | 390,000 tested, 0.16% active | AID 504648; further: potency means the concentration at half of the fitted maximal effect; on the % scale 0 is the no-effect control and ±100 the full control effect
#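 A549 ARE_Fluc cells in 5% FBS OPTI-MEM were exposed to compounds in concentration-response for 18-24 h at 37 deg C. Viability was read by CellTiter-Fluor fluorescence (Ex 405/Em 525) after 30 min, before the luciferase read.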
# Nrf2 activator = Nrf2 pathway activation; AREc32 ARE-luciferase reporter (MCF7-derived line), luminescence, 24 h; 410,000 tested, 0.31% active; AID 624171; Potency, µM (titrated, usually from 46.1 µM), without a hit: at the highest dose activation, actives largely listed as activators; further: potency means the concentration at half of the fitted maximal effect; % of control where 0% means no effect; nearly all actives have a fitted effect of over 65% in size
#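 ARE activation measured as luciferase luminescence (Steady-Glo, 30 min RT) in AREc32_Fluc cells after 24 hr compound exposure at 37 deg C, 5% CO2; cells seeded overnight at 1000/well in OPTI-MEM, 5% FBS.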
# Abeta rescue = A-beta toxicity reversal in yeast | Potency, µM (series often up to 46.1 µM), inactives show at the top dose growth rescue, most hits filed as activators | 410,000 tested, 0.063% active | yeast expressing A-beta42, growth rescue, OD600, 48 h; response scale: 0% DMSO, 100% iron-clioquinol control; further: potency means the concentration at half of the fitted maximal effect; nearly all actives have a fitted effect of over 55% in size
#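 Yeast A-beta toxicity model in growth medium with pinned compounds, 48 h at 30 C; growth read as absorbance at 600 nm. Normalized to FeCl3/clioquinol equimolar mix (positive) and DMSO (negative).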
# pAkt inh = inhibitors of Akt phosphorylation | Neuro2A IGF-stimulated pAkt S473 HTRF, 20 min; stronger effect = lower value | activity change, % for hits at 50 µM | 360,000 tested, 0.32% active; in the data active means activity change below about -80%; inconclusive means mostly about -51% to -80%; further: on the % scale 0 is the no-effect control and ±100 the full control effect
#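 Neuro2A cells (4,500/well, DMEM with 0.5% FBS) were treated with compound at a single 50 µM final concentration, stimulated with 6 nM IGF for 20 min at 37 °C, and lysed. Phospho-Akt Ser473 was read by HTRF as 665/615 ratio ×10^4.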
# An asterisk follows results filed as active; i = inactive; ? = inconclusive; / = no result given; & = joins results of further samples; [ ] = dose if it differs, or a comment. Unless noted, the call rests on the fitted dose curve; in most records, active means well fitted curve in the direction sought with a large enough effect; inconclusive means small, poorly fitted or top-dose-only effect, or another doubt; inactive means no such curve, though single readings can be large; an effect the other way counts as inactive or inconclusive.
SMILES,Nrf2 block,Mm-Cpn inhibitor,TGFb inhibitor,CCT modulator,HepG2 tox,A549 tox,Nrf2 activator,Abeta rescue,pAkt inh
O=C(O)c1ccc(Cl)c(S(=O)(=O)N2CCCC2)c1,2%,1%,6%,-1.6,15%,11%,0.2%,-7%,i
O=C1CS(=O)(=O)N(Cc2cccc(F)c2)c2ccc(Br)cc21,?,-13%,?,-0.3,-1%&-17%,-5%,-0.7%,-5%,i
Cc1ccc(NC(=O)c2ccc(CNS(=O)(=O)c3ccc4c(c3)C(C)(C)C(=O)N4C)cc2)cc1,0%,/,0%,/,-11%,3%,5.3%,-12%,/
Cc1ncc(CN2CCCC(C(=O)Nc3ccc(-c4cccc(F)c4)cc3)C2)s1 (stereo not given),?,-1%,?,-0.3,-5%,-3%,2.6%,-16%,i
C=CCNC1=C(Cl)C(=O)N(c2ccccc2Cl)C1=O,15%,1%,-2%,2.4,4%,-4%,3.5%,-56%[inhibitor],i
CCOC(=O)[C@]12CCC=C1N(Cc1cccc3ccccc13)C(=O)[C@H](CC(=O)NCc1cccs1)C2,/,/,/,1.7,/,/,6.7%,-5%,i
CCC1(C)CC(CC(=O)O)(c2ccccc2OC)CCO1 (stereo not given),/,0%,-1%,-2.3,11%,-2%,0.0%,-7%,i
C=CCn1cccc(C(=O)Nc2cc(OC)c(OC)c(OC)c2)c1=O,-1%,-15%,2%,-3.5,2%,8%,7.7%,-14%,i
O=C(NNC(=O)c1cc2ccccc2cc1O)c1cccs1,6%,4%,-9%,-2.4,-23%,2%,-1.5%,-20%,i
COc1cc2[nH]c(=O)n(CCCCCC(=O)N3CCN(c4ccc(Cl)cc4)CC3)c(=O)c2cc1OC,?,/,7%,/,0%,-4%,0.0%,4%,/
COc1ccc(Cl)cc1NC(=O)C(C)OC(=O)c1ccc(NS(=O)(=O)c2ccc3[nH]c(=O)[nH]c3c2)cc1 (stereo not given),1%,1%,?,-5.3,-1%,12%,11%,15%,i
COc1cc(S(=O)(=O)n2nc(C)cc2C)c(OC)cc1Cl,2%,0%,?,1.5,-44%,-1%,1.9%,-21%,i
CCCc1ccc(-c2cc(C(=O)NCCc3ccc(S(N)(=O)=O)cc3)c3ccccc3n2)cc1,/,-4%,?,-0.9,-60%,0%,3.0%,-3%,i
Cn1cc(SCC(=O)Nc2ccc3c(c2)OCCO3)c2ccccc21,18%,-3%,-3%,0.6,-4%,3%,6.2%,7%,i
N/C(=N\OC(=O)Nc1ccccc1)c1ncc([N+](=O)[O-])s1,0%,-2%,11µM*,-2.1,8.9µM*,-21%,-1.4%,5%,i
CC(C)c1onc(C(=O)N2CCCCCC2)c1[N+](=O)[O-],-8%,2%,-6%,-2.6,2%,-3%,25%,-9%,i
Cc1cc(-n2c(=S)sc3c(=O)n(-c4ccc(F)cc4)c(SCC(=O)O)nc32)ccc1Cl,-17%,0%,7%,1.0,2%,0%,-0.9%,3%,i
COc1cc(OC)cc(-c2nnc(SCC(=O)N3CCCc4ccccc43)o2)c1,?,-5%,-27%,1.0,-2%,6%,-0.4%,-19%,-116%*
Cc1ccc(NC(=O)Cn2c(-c3cncs3)nc3ccccc32)c(Br)c1,-12%,/,0%,/,-3%,-5%,0.4%,12%,/
CCn1c(SCc2ccccc2)nnc1-c1cccnc1,-3%,1%,-3%,1.3,3%,-7%,-0.5%,-9%,i
COc1ccc(NC(=S)N2CCCCC2c2cccnc2)cc1 (stereo not given),0%,?,-12%,-1.2,-10%,0%,-0.5%,17%,i
CCCCCSc1nnc(-c2ccccc2NC(C)=O)c(=O)[nH]1,-5%,0%,-1%,3.9,3%,1%,-0.6%,-25%,i
CCC1(c2ccccc2)C(=O)N(C(=O)OC(C)(C)C)N1C(=O)OC(C)(C)C (stereo not given),-1%,-2%,-18%,-2.0,-42%,-4%,-0.7%,8%,i
CC(C)C(=O)Nc1ccc(N2CCCC2)cc1,-1%,-3%,-6%,-2.2,-18%,-12%,0.8%,2%,i
CC1CCN(C(=O)CCc2nnc3ccc(N4CCC5(CC4)OCCO5)nn23)CC1,-10%,-2%,-16%,-1.3,1%,1%,0.1%,-4%,i

# Part of the list above in another layout.
smiles | Nrf2 block | Mm-Cpn inhibitor | TGFb inhibitor | CCT modulator | HepG2 tox | A549 tox | Nrf2 activator | Abeta rescue | pAkt inh
Cn1cc(SCC(=O)Nc2ccc3c(c2)OCCO3)c2ccccc21 | 18% | -3% | -3% | 0.6 | -4% | 3% | 6.2% | 7% | i
O=C(O)c1ccc(Cl)c(S(=O)(=O)N2CCCC2)c1 | 2% | 1% | 6% | -1.6 | 15% | 11% | 0.2% | -7% | i

# (more compounds)
SMILES,Nrf2 block,Mm-Cpn inhibitor,TGFb inhibitor,CCT modulator,HepG2 tox,A549 tox,Nrf2 activator,Abeta rescue,pAkt inh
O=c1[nH]c(-c2ccccc2)ncc1Oc1ccccc1,-4%,/,-23%,0.9,4%,2%,-0.7%,-14%,i
CC(NC(=S)Nc1ccccc1Cl)C(c1ccccc1)N1CCOCC1 (stereo not given),?,1%,-3%,-0.5,-3%,-8%,0.0%,21%,i
CCc1ccccc1OCC(=O)Nc1ccc(S(N)(=O)=O)cc1,9%,0%,2%,-1.9,-6%,-7%,-0.5%,-11%,i
O=C(Nc1ccncc1)Nc1ccc(Br)cc1Cl,?,0%,?,-0.2,-33%,8%,1.0%,-5%,i
CCOc1ccc(-c2nc(CSc3nncs3)cs2)cc1OC,8%,-4%,11%,3.7,-24%,/,5.8%,-22%,i
CCc1ccc2oc(C(=O)Nc3cccc(C(F)(F)F)c3)cc(=O)c2c1,-16%,/,-1%,/,5%,-3%,3.0%,-2%,/
Cc1cc(C)cc(OCc2nnc(SCC(=O)c3ccc(Br)cc3)o2)c1,-18%,0%,-19%,-1.4,-31%,5%,5.2%,0%,i
N=c1c2c3c(sc2ncn1N)CCC3,14%,-2%,0%,0.5,-26%,0%,13%,-9%,i
CCNC(=S)N(CCN(CC)CC)Cc1cc2cc3c(cc2[nH]c1=O)OCCO3,1%,-3%,1%,1.2,-17%,10%,1.9%,4%,i
C=CCOc1ccc2c(CC)cc(=O)oc2c1C,-11%,2%,-10%,0.1,16%,1%,0.2%[9.22 µM],5%,i
C=CCc1ccccc1OCC(O)CN1CCOCC1 (stereo not given),10%,/,0%,2.4,-47%,10%,2.0%,4%,i
Cc1ccc(C2/C(=C(/O)c3cnn(-c4ccccc4)c3C)C(=O)C(=O)N2CCN2CCOCC2)o1 (stereo not given),/,0%,-2%,-2.1,-5%,8%,4.3%,-5%,i
CC(=O)NC(CC(=O)NC1CCCc2ccccc21)c1ccccc1 (stereo not given),1%,0%,7%,1.9,2%,1%,0.4%,-6%,i
C/C(=N\NC(=O)Cn1ccc(C(F)(F)F)n1)c1ccc2c(c1)OCO2,1%,1%,-16%,-1.3,-8%,-1%,2.6%,-1%,i
CCC(=O)N1CCN(c2ccc(NC(=O)c3ccc(N4CCOCC4)c([N+](=O)[O-])c3)cc2)CC1,-1%,-1%,-14%,2.2,11%,-5%,-0.6%,-6%,i
Cc1cc(S(=O)(=O)NCC(c2ccc3c(c2)OCO3)N2CCOCC2)ccc1F (stereo not given),9%,1%,12%,-9.0,-28%,-3%,0.1%,14%,i
Cc1ccc(S(=O)(=O)CCC(=O)OCC(=O)Nc2cc(S(=O)(=O)N3CCOCC3)ccc2Cl)cc1,-5%,/,9%,-4.1,17%,-3%,4.0%,-2%,i
Cc1ccc(S(=O)(=O)Nc2cccnc2)cc1,-7%,0%,-2%,-1.6,2%,3%,-1.0%,7%,i
CCOC(=O)c1ccc2c(c1)N(Cc1ccccc1C)C(=O)c1ccccc1S2=O (stereo not given),-19%,1%,-24%,0.5,2%,0%,-0.8%,-16%,i
CC(C)(C)n1nnnc1C(c1ccccc1F)N1CCN(C2CCCC2)CC1 (stereo not given),/,-5%,29%,0.4,-33%,10%,0.6%,-1%,i
FC(F)(F)c1cccc(CC2CN(Cc3ccccc3)Cc3ccccc3N2c2cc(Cl)cc(Cl)c2)c1 (stereo not given),/,/,15%,0.4,4%,/,-0.5%,8%,i
CCOc1ccc2nc(C)cc(Nc3ccc4c(c3)OCCO4)c2c1,-18%,2%,22µM*,-1.6,-81%,-14%,23%,-5%,i
S=C(Nc1ccc(Oc2ccc(NC(=S)NC3CCCCC3)cc2)cc1)NC1CCCCC1,-16%,-1%,-2%,-2.0,1%,1%,0.0%,25%,i
Cc1ccc(C(=O)NCC(=O)NCCCc2ccccc2)s1,18%,-2%,-2%,1.0,2%,1%,-0.3%,8%,i
COc1ccc(CN2C(=O)c3ccccc3C2C(=O)NCC2CCCO2)c(OC)c1 (stereo not given),/,-1%,0%,0.7,1%,-6%,-0.7%,16%,i
CCOC(=O)C1CCN(c2nc(-c3ccccc3)nc3c2oc2ccccc23)CC1,-19%,1%,-28%,-0.3,-14%,-16%,2.2%,-30%,i
Cc1c(C(=O)Nc2ccc3c(c2)OCCO3)sc2ncnc(N3CCCCC3C)c12 (stereo not given),?,-2%,?,-1.4,9%,?,-1.0%,-6%,i
CCCC(=O)NC(=S)Nc1cccc2c(O)cccc12,11%,-1%,2%,1.3,-15%,-9%,4.6%,3%,i
O=C1NC(c2ccc(O)cc2)Nc2ccccc21 (stereo not given),-1%,-2%,0%,0.0,-12%,?,4.5%,-14%,i
Cc1ccccc1C(=O)N(Cc1nc(-c2ccc(Cl)cc2)no1)C(C)C,?,/,?,/,-27%,-5%,-0.4%,-7%,/
